# Screening data from PubChem BioAssay.
# UHRF1 MBD2 ctr = human UHRF1 methylated DNA binding inhibitors. UHRF1 binding to methylated oligo, TR-FRET. inhibition, % at 4.4 µM. 370,000 compounds, 0.75% hits. AID 687016. Q96T88; in the data active means inhibition above about 21%;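 further: UHRF1 SRA domain binding a hemimethylated CpG hairpin DNA probe; 0% = median of test compound wells and 100% = reference inhibitor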
# Rev-erbA mod = Rev-erb alpha (human) modulation; Rev-erbα–FITC-DNA binding, fluorescence polarization, 90 min; P20393; activity, % at 10 µM; 370,000 compounds, 0.79% hits; AID 1259318;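 active means activity above about 14%, limit read from the data; passing the limit was not always enough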;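 further: 0% = DMSO wells with 35 nM protein and 100% = DMSO wells with 750 nM protein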
# rCAG RNA binder = r(CAG) repeat RNA binding | TO-PRO-1 dye displacement fluorescence | inhibition, % at 3 µM | 370,000 compounds, 1.3% hits | AID 651821;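 active means inhibition above the plate cutoff, the mean of all test compounds on that plate plus 3 SD, cut at about 35% in these data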;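 further: 0% = DMSO alone and 100% = 100 µM mitoxantrone as full dye displacement; higher means more dye released from RNA so lower well fluorescence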
# LEDGF integ inh = blocks HIV-1 LEDGF/p75-dependent DNA integration | inhibition, % at 3.7 µM | 370,000 compounds, 0.64% hits | AID 743269 | TR-FRET IN-LEDGF/p75 DNA integration, Eu/Cy5;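 active means inhibition above the screen-wide mean plus 3 SD, cut at about 13% in these data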;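 further: signal is the Cy5 over europium emission ratio at 671 and 618 nm; 0% = plate median of compound wells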
# TCR-CD3 inh = inhibitors of human TCR-CD3 interaction; TAMRA-labeled TCR probe fluorescence, biochemical; inhibition, % at 9.4 µM; 360,000 compounds, 0.37% hits; AID 651800; in the data active means inhibition above about 19%;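 further: recombinant mutant TCR 2C K166C tagged with TAMRA read by polarization; 0% = receptor in buffer alone and 100% = receptor with positive control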
# mABHD4 FP = inhibits mouse alpha/beta hydrolase domain 4 | Q8VD66 | purified mABHD4, FP-Rh probe fluorescence polarization | inhibition, % at 8.92 µM | 370,000 compounds, 0.54% hits;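 active means inhibition exceeding the mean over every tested compound plus 3 SD, cut at about 30% in these data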;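 further: 0% = plate median of compound wells and 100% = S159A mutant with DMSO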
#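 Test system: mouse ABHD4 enzyme, wild type. Reagent: FP-Rh fluorescent activity-based probe, added after compound pre-incubation. Timing: pre-incubation 45 min, probe exposure 60 min, at 25 °C. Technique: FP readout, ex 525 nm / em 598 nm. Benchmarks: high control S159A mutant with DMSO, low control median of compound wells.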
# HTRA1 inh = blocks human HTRA1 serine peptidase. Q92743. recombinant HTRA1, FP-rhodamine activity-based probe, fluorescence polarization. inhibition, % at 5.96 µM. 340,000 compounds, 0.5% hits; in the data active means inhibition above about 36%;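 further: 0% = enzyme with DMSO and 100% = wells lacking enzyme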
# Target sequence (Q92743 whole entry, looked up): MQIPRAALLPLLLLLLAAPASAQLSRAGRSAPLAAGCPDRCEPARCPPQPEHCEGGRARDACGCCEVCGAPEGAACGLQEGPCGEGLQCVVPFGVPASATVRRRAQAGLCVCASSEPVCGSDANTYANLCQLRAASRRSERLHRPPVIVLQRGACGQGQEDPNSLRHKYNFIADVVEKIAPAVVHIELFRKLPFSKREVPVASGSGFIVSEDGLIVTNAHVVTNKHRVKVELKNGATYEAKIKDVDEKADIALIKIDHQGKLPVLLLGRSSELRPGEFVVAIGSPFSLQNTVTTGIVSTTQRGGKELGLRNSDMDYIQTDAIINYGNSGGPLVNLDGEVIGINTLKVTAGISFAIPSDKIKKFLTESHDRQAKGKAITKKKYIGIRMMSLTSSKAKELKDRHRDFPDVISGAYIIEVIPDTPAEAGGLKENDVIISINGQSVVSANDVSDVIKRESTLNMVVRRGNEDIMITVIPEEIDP
# PRMT1 inh = PRMT1 (human) inhibition, primary screen | Q99873 | recombinant PRMT1, activity-based probe fluorescence polarization | 370,000 compounds, 1.3% hits | inhibition, % at 2.79 µM;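 active means inhibition above about 21% made by adding two undisclosed values, limit read from the data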
# Target sequence (Q99873 whole entry, looked up): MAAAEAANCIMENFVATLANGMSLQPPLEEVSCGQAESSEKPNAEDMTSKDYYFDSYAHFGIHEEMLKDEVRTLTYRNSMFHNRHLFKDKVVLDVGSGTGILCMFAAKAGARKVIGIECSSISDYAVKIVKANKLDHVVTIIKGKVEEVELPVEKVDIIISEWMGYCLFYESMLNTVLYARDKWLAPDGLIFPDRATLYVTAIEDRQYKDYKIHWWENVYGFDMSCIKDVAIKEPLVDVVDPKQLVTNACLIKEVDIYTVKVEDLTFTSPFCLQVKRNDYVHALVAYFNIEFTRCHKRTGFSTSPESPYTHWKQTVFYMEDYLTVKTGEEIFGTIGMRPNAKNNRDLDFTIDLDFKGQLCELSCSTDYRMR
# MBD2 DNA inh = blocks human MBD2 binding to methylated DNA | Q9UBB5 | TR-FRET, MBD2 binding to methylated oligonucleotide | inhibition, % at 4.4 µM | 370,000 compounds, 0.31% hits | AID 686964; in the data active means inhibition above about 13%
# PG9 Ab binder = binds the HIV-1 gp120 antibody PG9; inhibition, % at 6.7 µM; AID 624416; TR-FRET gp120-PG9 antibody binding; 360,000 compounds, 0.43% hits; in the data active means inhibition above about 8.5%
# The depositor's hits bear a star; x = no result given. A portion of the library; rates above refer to the full screens.
SMILES,UHRF1 MBD2 ctr,Rev-erbA mod,rCAG RNA binder,LEDGF integ inh,TCR-CD3 inh,mABHD4 FP,HTRA1 inh,PRMT1 inh,MBD2 DNA inh,PG9 Ab binder
CCOCC(=O)Nc1ccc(Br)c(C)c1,-1.6,-2.3,-3.2,3.6,4.4,0.9,x,0.3,-4.8,0.6
O=C(COC(=O)C12CC3CC(CC(Br)(C3)C1)C2)Nc1cccc(S(=O)(=O)N2CCOCC2)c1,0.9,-6.1,6.0,-2.3,5.8,-23.4,-38.4,0.2,-2.3,-0.6
CC(C)c1ccc2oc(-c3ccc(N)cc3)nc2c1,-1.8,0.1,6.8,1.9,-3.5,15.1,-4.4,-3.9,-3.7,0.2
COC(=O)[C@]1(Sc2ccccc2)CC(=O)N[C@@H]1c1ccccc1,-1.5,2.4,0.9,4.3,-2.1,-0.5,x,0.1,-6.8,0.1
COc1cc2c(cc1NC(=O)CN(C)Cc1nc3ccccc3c(=O)[nH]1)oc1ccccc12,0.1,x,4.0,0.3,0.4,4.5,-2.9,-1.4,1.5,-0.3
O=C(Nc1cccnc1)c1cc(F)cc(F)c1,-2.5,5.5,-2.0,-2.8,-0.7,8.2,-3.6,-0.8,0.7,-0.1
Cn1c(CNC(=O)Nc2ccccc2)nnc1SCc1ccccc1,8.9,-0.8,-0.5,-0.7,5.8,-1.6,-1.5,-6.0,-4.0,0.4
CCCCCOC(=O)Cn1c(N2CCOCC2)nc2c1c(=O)[nH]c(=O)n2C,0.5,0.1,-3.2,0.9,-3.5,9.4,-0.2,2.8,0.4,-1.3
CC(=O)c1cccc(NC(=O)C2CCN(C(=O)c3ccc([N+](=O)[O-])cc3)CC2)c1,-0.3,-1.1,-0.3,-2.4,1.5,-5.2,-2.6,-1.6,-2.0,-2.0
COCCN(C(=O)CSc1nnc(-c2ccccc2OC)o1)c1c(N)n(CC(C)C)c(=O)[nH]c1=O,6.9,0.5,-4.8,-6.3,3.0,0.7,-3.1,2.3,-1.6,-3.5
Cc1ccccc1S(=O)(=O)Cc1ccc(C(=O)NCc2cccnc2)o1,5.6,5.0,0.5,2.6,-9.6,-1.5,3.0,8.5,8.7,3.2
CCc1sc(C(=O)N2CCN(c3ncccn3)CC2)cc1Br,14.4,-3.3,-3.7,3.8,4.8,4.0,-3.8,4.4,9.1,2.3
CNC(=O)c1ccsc1NC(=O)c1ccccc1,-0.4,3.1,4.8,0.8,0.9,3.1,-3.1,-4.2,3.2,1.8
Cc1cc(C)cc(OCc2nnc(SCC(=O)Nc3ccccc3)o2)c1,1.2,-4.5,0.3,1.6,0.2,1.6,-3.4,-0.6,-1.9,-1.3
COc1ccc(C)cc1NC(=O)CSc1nnc(COc2ccc(C)cc2)n1Cc1ccco1,0.9,-2.7,1.1,-2.9,4.4,-13.7,-41.5,1.3,-1.0,0.6
Cc1ccc(NC(=O)COC(=O)Cc2c[nH]c3ccccc23)cc1,-0.1,11.5,5.5,1.8,3.5,5.2,-6.7,-0.2,-6.0,1.2
CCN(Cc1ccccc1)C(=O)c1ccc(Cl)cc1[N+](=O)[O-],-3.2,6.7,-2.9,-2.7,4.2,3.1,2.8,-0.5,0.5,0.1
COC1OC(CO)C(N(C)C(C)=O)C1O (stereo not given),0.5,9.4,-1.6,4.2,1.8,-3.1,10.7,-6.6,-7.1,-0.8
COc1cccc(CNC(=O)[C@H]2CCCN2C(=O)[C@H]2CCCN2C(=O)c2ccc(F)c(F)c2)c1,-1.6,7.1,0.0,-1.0,6.3,1.2,x,-0.1,2.4,0.6
CCCS(=O)(=O)N1CCC(C(=O)NCCCN2CCC(Cc3ccccc3)CC2)CC1,1.2,-3.1,-9.1,-0.2,-0.8,2.2,3.4,-0.1,6.3,-0.4
CC(=O)NCC(=O)N(Cc1ccco1)C1(C(=O)NC2CCCCC2)CCCCC1,8.4,0.2,-0.3,3.2,-4.8,-10.1,7.0,-1.5,4.4,1.5
O=C(CN1CCN(C(=O)C2CCCO2)CC1)Nc1ccc(F)cc1 (stereo not given),-1.7,7.2,-4.5,0.0,-3.7,4.8,-6.5,-3.4,-1.4,-1.0
CNC[C@@H]1OCc2ccccc2-c2c(n(C)c3ccccc23)C(=O)N([C@H](C)CO)C[C@H]1C,1.7,0.0,5.7,-2.0,-6.0,2.8,-3.7,6.2,1.6,-1.6
COc1ccc(-c2ccc(C#N)c(SCC(=O)Nc3sc4c(c3C#N)CCC4)n2)cc1OC,-1.8,39.6*,9.0,0.3,0.6,0.9,-2.8,0.3,-0.1,0.4
O=C(NC(=S)N1CCN(c2ccc(F)cc2)CC1)c1ccccc1,-3.5,-3.7,2.3,2.0,-2.7,2.5,5.5,-1.6,1.6,0.2
C=C(C)CN(CC)C(=O)CN1C(=O)NC(C)(c2ccc3ccccc3c2)C1=O (stereo not given),-3.1,0.0,-7.8,2.3,0.6,3.1,-5.4,1.1,-4.5,-0.8
CN(C)/C=N/c1ncc(C(=O)c2ccc(Cl)cc2Cl)s1,3.0,3.8,-4.2,6.6,1.0,-4.3,-0.7,0.2,0.5,6.6
COc1ccc(-c2ccc(C(=O)NC(C)C)c3occc23)c(C)c1,3.0,4.2,-0.1,-0.6,-0.1,-15.5,x,12.1,4.5,1.5
COc1ccc(C(=O)NNC(=O)c2ccccc2[N+](=O)[O-])cc1Br,3.0,0.5,5.5,-1.6,6.7,-3.1,-0.8,-3.7,-6.0,-1.0
COc1cccc(C(C(=O)NC2CCCC2)N(C(=O)c2ccco2)c2ccc(-n3cnnn3)c(C)c2)c1OC (stereo not given),-1.6,11.7,-4.7,3.6,0.6,-3.0,-1.0,-0.6,-5.0,-2.9
O=C(Nc1cc(Cl)ccc1-n1cncn1)c1ccc(F)c(S(=O)(=O)N2CCOCC2)c1,0.6,0.5,-2.8,-4.3,-7.3,4.9,4.6,6.8,4.7,1.0
COc1ccccc1C1C2=C(CC(C)(C)CC2=O)N(CC(=O)O)C2=C1C(=O)CC(C)(C)C2,0.2,-1.6,-2.7,-0.8,2.1,4.7,1.0,2.8,6.0,-1.5
COc1cc(NC(=O)c2cccs2)ccc1NC(=O)Cc1ccccc1,0.6,-1.0,-4.0,-3.0,-4.5,-3.8,-26.9,-3.1,0.5,-1.4
Cc1cc(-c2c(C)n([O-])c(C)c(C)[n+]2=O)ccc1F,-2.4,-2.7,-2.8,-2.8,4.1,-0.9,10.9,0.9,-0.4,-1.6
CCOc1cc(CNc2ncc(-c3ccc(OC)cc3)n2C)ccc1O,-3.6,8.9,1.8,-1.0,3.0,2.1,2.2,1.7,-3.1,-1.7
Cc1nn(CC#N)c(=O)n1N(C)c1ncc(C(F)(F)F)cc1Cl,-1.7,7.6,-2.4,5.8,0.1,1.4,-11.5,-2.5,2.2,0.3
COC(=O)C1CN(S(=O)(=O)c2ccc(NC(C)=O)cc2)CCS1 (stereo not given),4.3,-0.8,-0.7,-5.2,8.9,-4.1,-7.5,5.8,7.8,0.3
CCc1ccc(Nc2nnc(SCC(=O)N(C)CC(=O)Nc3ccccc3CC)s2)cc1,0.4,-0.2,-0.6,0.6,4.2,-1.8,-11.1,-0.6,1.5,-3.1
Cc1ccc(C)c(NC(=S)NNC(=O)c2csc(C)c2)c1,0.8,-4.5,7.1,3.1,-0.5,2.5,-2.8,-4.1,-3.7,-2.2
CCOC(=O)c1sc(NC(=O)CCC(=O)O)nc1C,-0.2,1.0,0.9,1.1,6.4,5.3,1.4,-0.1,0.4,-0.8
C#CCOCCOCCOCCNc1nc(N2CCN(C(=O)[C@H](CCCCN)n3cc(CN)nn3)CC2)nc(N2CCN(C(=O)[C@H](CCCCN)n3cc(CN)nn3)CC2)n1,20.1,-1.5,11.8,-2.4,3.0,1.5,-1.7,1.4,0.9,0.7
CC1(C(=O)NCc2cccc3ccccc23)CCN1Cc1ccc(OC(F)(F)F)cc1 (stereo not given),-0.1,0.9,-0.8,-3.5,3.8,-5.4,x,0.7,0.2,-0.5
CN1CC(=O)N(CC(=O)Nc2ccc(OCc3ccccc3)cc2)C1=O,3.2,5.5,1.3,2.8,-0.4,1.6,-10.6,-2.3,-2.0,0.2
CC(=O)c1cccc(NC(=O)Cn2cc3c(n2)CCCC3)c1,7.0,2.9,0.3,2.5,-11.0,-6.8,6.0,9.0,9.0,-0.7
Cc1cn([C@H]2C[C@H](O)[C@@H](CNC/C=C/c3ccccc3[N+](=O)[O-])O2)c(=O)[nH]c1=O,-1.1,-4.6,5.0,-3.9,-1.1,1.9,3.8,2.5,2.6,-2.0
Cc1oncc1-c1csc(-c2ccccc2Cl)n1,-1.4,-6.6,1.3,0.0,-4.8,-8.1,-18.0,0.9,0.1,0.6
COc1ccc(C(=O)NC(CC(=O)O)c2cc([N+](=O)[O-])ccc2Cl)cc1 (stereo not given),-1.9,0.2,2.5,2.9,2.8,-7.0,x,1.6,3.1,-1.1
COc1ccc(N2CCN(CC(=O)Nc3nnc(-c4ccccc4)s3)CC2)cc1,-2.5,0.3,2.8,-2.3,10.3,4.6,-0.7,-0.6,1.1,-3.2
O=C1NC[C@H](Cc2ccc(O)cc2)N(CC2CCCCC2)C1=O,4.2,0.5,-1.0,-2.4,0.6,-0.5,4.8,4.3,1.7,-0.6
COc1ccc(S(=O)(=O)N2CCCCC2)cc1NC(=O)c1ccc2ccccc2n1,-3.0,-3.5,1.6,-2.5,1.9,-9.3,-7.7,-3.4,-9.5,-0.9
O=C(NCCOC(=O)C1COc2ccccc2O1)c1cccnc1 (stereo not given),1.8,-1.7,-0.8,-2.6,10.7,4.6,2.6,-2.0,-1.4,-0.9
Cc1nnc(NCCc2ccccc2)[nH]c1=O,-3.1,-2.9,1.7,2.7,4.3,3.9,2.9,-1.6,-1.8,-0.2
COc1ccc(-n2c(SCC(=O)Nc3ccc4cn[nH]c4c3)nnc2-c2ccccc2)cc1,-3.2,-13.5,11.5,1.1,x,-6.1,x,0.2,-1.1,x
O=C(NCCN1CCN(C(=O)c2ccc(F)cc2)CC1)C(=O)NCc1ccccc1,3.1,2.3,-2.9,1.7,-4.0,-8.6,4.0,-2.1,6.4,-1.6
Cn1c2cc(Br)sc2c2cnn(Cc3ccc(F)cc3F)c(=O)c21,0.3,-3.6,2.2,-2.6,-2.7,-0.6,-10.2,2.5,-3.3,1.9
COc1ccc(C(=O)n2nc(-c3ccco3)nc2SC)cc1OC,-3.8,2.3,6.5,2.7,-3.6,1.6,0.8,0.1,-0.3,-0.8
Cc1ccc(S(=O)(=O)[N-]c2nc3ccccc3nc2-[n+]2cc(C)cc(C)c2)cc1,0.7,0.2,-6.6,1.7,-0.9,0.7,1.7,0.3,-3.0,-0.8

# Molecules above that contain a cyano group:
SMILES,UHRF1 MBD2 ctr,Rev-erbA mod,rCAG RNA binder,LEDGF integ inh,TCR-CD3 inh,mABHD4 FP,HTRA1 inh,PRMT1 inh,MBD2 DNA inh,PG9 Ab binder
COc1ccc(-c2ccc(C#N)c(SCC(=O)Nc3sc4c(c3C#N)CCC4)n2)cc1OC,-1.8,39.6*,9.0,0.3,0.6,0.9,-2.8,0.3,-0.1,0.4
Cc1nn(CC#N)c(=O)n1N(C)c1ncc(C(F)(F)F)cc1Cl,-1.7,7.6,-2.4,5.8,0.1,1.4,-11.5,-2.5,2.2,0.3
